Source: PubChem BioAssay
EWS-Fli block – blocks EWS/Fli oncoprotein-driven transcription. inhibition, % at 12.6 µM. A673 NR0B1-luciferase reporter, viability-normalised. 0.67% of 350,000 active;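 active = mean inhibition of at least 50% after viability correction, with every replicate also passing that limit; inconclusive = mean reaches 50% but only one of two replicates passes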;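 note: firefly luciferase signal divided by Alamar Blue viability fluorescence both relative to DMSO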
DENV2 CPE – inhibitors of DENV2 cytopathic effect | DENV2-infected cells, cytopathic effect rescue, plate reader | CPE inhibition, % at 9.99 µM | 1.7% of 350,000 active | AID 651640; in the data active = CPE inhibition above about 20%, passing the limit was not always enough; inconclusive = no clear call, values can overlap the other calls; tested in BHK-21 cells;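 note: 0% = median of neutral control wells and 100% = median of positive control wells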
SIRT5 block – inhibitors of human sirtuin-5 desuccinylase | Purified SirT5, succinyl-peptide AMC, trypsin-coupled fluorescence | inhibition, % at 15 µM | 1.1% of 330,000 active; in the data active = inhibition above about 15%; inconclusive = no clear call, values can overlap the other calls
Target sequence (Q9NXA8 whole entry, looked up): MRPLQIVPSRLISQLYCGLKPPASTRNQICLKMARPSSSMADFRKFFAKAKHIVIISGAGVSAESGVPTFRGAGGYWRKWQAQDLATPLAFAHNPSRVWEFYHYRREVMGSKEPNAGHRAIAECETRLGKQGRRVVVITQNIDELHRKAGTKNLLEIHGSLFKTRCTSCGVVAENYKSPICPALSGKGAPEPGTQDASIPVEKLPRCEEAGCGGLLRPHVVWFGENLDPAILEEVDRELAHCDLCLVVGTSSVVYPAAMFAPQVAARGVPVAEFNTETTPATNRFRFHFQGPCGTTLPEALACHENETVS
LGR2 inh – blocks bursicon-induced cAMP signaling via Drosophila LGR2; 0.35% of 380,000 active; HEK293 LGR2, CRE-luciferase, bursicon-stimulated, 4 h; inhibition, % at 9.99 µM;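 active = drop in luminescence signal, shown as inhibition above about 50% in the replicate tests, limit read from the data, passing the limit was not always enough; inconclusive = probably only some replicates passing the limit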;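 note: agonist challenge used bursicon conditioned medium at about half maximal strength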
PAX8 inh HTS – lowers PAX8-driven luciferase in RMG-I cells | 1.2% of 360,000 active | inhibition, % at 12.6 µM | RMG-I TPO-luciferase reporter, SteadyGlo, 24 h | AID 652154;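 active = mean replicate inhibition at least 60% with every replicate also reaching 60%; inconclusive = only one of the two criteria is met; inactive = mean below 60% and not all replicates reaching 60%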;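 note: luciferase light reporting Pax8 driven TPO promoter activity; plate controls were median of neutral control wells for no effect and mitoxantrone controls for full effect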
ARNT TACC3 PPI – ARNT/TACC3 interaction disruption | AlphaScreen His-ARNT PAS-B/GST-TACC3 binding, luminescence; TACC3 fragment carries E629A point mutation | inhibition, % at 9.99 µM | 0.66% of 390,000 active | AID 623870;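 active = mean inhibition of replicates at least 50% and at least half of replicates each reaching 50%; inconclusive = half or more replicates reach 50% but mean below 50%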;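 note: 0% = complete ARNT plus TACC3 wells and 100% = ARNT alone without TACC3; many hits fall short of the cut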
CASP6 VEID inh – inhibitors of human caspase-6 | P55212 | inhibition, % at 12.5 µM | purified caspase-6, Z-VEID-R110 cleavage fluorescence | 0.53% of 350,000 active | AID 686996;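 active = mean inhibition across replicates at least about 35%, with every replicate also reaching that limit, limit read from the data; inconclusive = only one of the two criteria met; inactive = neither criterion met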;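 note: 0% = median of neutral control wells and 100% = no fluorescence left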
Target sequence (P55212 24-179 limits assumed): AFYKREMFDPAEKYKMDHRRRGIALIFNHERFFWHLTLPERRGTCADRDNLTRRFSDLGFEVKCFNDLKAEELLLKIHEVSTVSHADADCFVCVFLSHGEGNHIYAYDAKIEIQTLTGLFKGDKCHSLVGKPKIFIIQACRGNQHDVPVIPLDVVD
Target sequence (P55212 194-293 limits assumed): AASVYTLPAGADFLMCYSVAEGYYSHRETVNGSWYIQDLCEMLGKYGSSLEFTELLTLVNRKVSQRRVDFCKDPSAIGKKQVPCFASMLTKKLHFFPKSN
Numbers without * were called inactive; ? = inconclusive; . = no result given; & = joins results of further samples; ! = repeats disagree. Hits appear at their usual frequency; overall some 4.9% were active at least once.

SMILES	EWS-Fli block	DENV2 CPE	SIRT5 block	LGR2 inh	PAX8 inh HTS	ARNT TACC3 PPI	CASP6 VEID inh
O=C1OCC=C1NNC(=O)c1cccnc1	0.9	-4.7	2.0	5.0	-0.9	-1.2	-5.5
CCOc1ccccc1N(CC(=O)N1CCCC1)S(C)(=O)=O	1.4	0.1	-1.5	1.7	13.7	-4.8	1.3
C/C(N)=C(/C#N)C(=O)COC(=O)c1cc(-c2cccc(Br)c2)nc2ccccc12	-9.6	-2.9	-1.4	.	-3.6	-3.2	-0.2
COc1ccc(S(=O)(=O)Nc2cccc3c2O[C@H](CN(C)Cc2ccc(C(F)(F)F)cc2)[C@@H](C)CN([C@H](C)CO)C3=O)cc1	-7.6	-5.8	9.1	-26.8	.	-9.0	1.2
C[C@H]1COC(=O)[C@H](CC(=O)OC(C)(C)C)C/C=C\C[C@H](CC(=O)N(CCO)Cc2ccccc2)C(=O)N1	-10.6	-1.4	-0.3	1.6	-0.7	1.0	0.3
CO[C@@H]1CN(C)C(=O)c2ccc(NC(C)=O)cc2OC[C@H](C)N(C(=O)Cc2ccccn2)C[C@H]1C	1.9	3.4	16.1*	3.4	.	-1.3	-0.3
O=C(CCCCCN1C(=O)c2cccc([N+](=O)[O-])c2C1=O)NCCc1ccccc1	-2.0	15.9	.	18.0	6.7	.	6.6
CCOc1ccc(CNS(=O)(=O)c2cc(-c3cc(C)no3)ccc2OC)cc1OC	-2.3	-1.0	-1.6	1.2	-8.6	-1.2	1.8
Cc1cc2c(cc1C)C(c1ccccc1Br)CC(=O)N2 (stereo not given)	13.6	10.3	-2.2	.	9.0	-6.0	2.2
CN(C)CC#Cc1ccc([C@@H]2[C@@H](CO)N3CCCCN(C(=O)Nc4ccccc4F)C[C@@H]23)cc1	-15.8	?	-0.8	-5.2	5.0	-1.9	0.6
NS(=O)(=O)c1ccc(NC(=O)CN2CCCN(S(=O)(=O)c3ccc(F)cc3)CC2)cc1	2.5	-2.6	-1.2	10.4	-8.1	-17.2	-1.3
Cn1ccnc1SCC(=O)c1c(N)n(C)c(=O)n(C)c1=O	-21.8	-8.8	.	-6.8	11.5	-10.1	-2.9
C[C@H](CO)N1C[C@H](C)[C@H](CN(C)C(=O)c2cccc(F)c2)Oc2ncc(-c3ccncc3)cc2C1=O	1.2	1.6	-24.2	-3.1	.	1.8	4.0
O=C(Nc1ccccc1N1CCN(C(=O)c2ccccc2)CC1)c1ccc([N+](=O)[O-])o1	3.5	4.8	-0.9	-2.4	68.0*	1.6	1.9
CCN1CCN(C(c2cccs2)C(C)NC(=O)c2cccc(OC)c2OC)CC1 (stereo not given)	1.8	.	-9.1	-3.4	.	-2.7	3.4
COc1ccccc1CNC(=O)CC(C)c1ccccc1 (stereo not given)	-13.2	-6.3	-2.5	-4.8	4.8	1.7	0.9
Cc1nn(-c2ccccc2)c2nc(N)c(C#N)c(-c3ccc(O)c(O)c3)c12	14.5	-2.3	-7.6	-0.6	6.3	5.6	8.8
Cc1ccccc1C(c1ccccc1Cl)N(C)C (stereo not given)	-6.1	10.4	0.9	-0.6	-2.5	-5.5	-4.6
Cc1cc(Br)cn2c(Cc3ccsc3)c(-c3cccc(Cl)c3)nc12	13.7	-13.1	-2.4	15.3	13.7	.	-1.8
CNc1nc2c(c(=O)n(C)c(=O)n2C)n1CCCc1ccccc1	2.3	-1.3	-3.5	19.5	16.1	5.4	-1.4
O=C(Nn1cnnc1)c1cccc(S(=O)(=O)N2CCOCC2)c1	-2.4	1.6	0.1	.	-1.4	21.5	-1.3
O=C(CCc1nnc2ccc(N3CCC4(CC3)OCCO4)nn12)NCc1ccccc1Cl	6.1	-4.1	2.0	-4.9	-1.3	-6.1	2.4
CN(C)/C=C/C(=O)c1ccc(F)cc1F	-1.4	3.7	-1.2	-26.9	8.6	-12.6	-2.2
COc1ccc(-c2nn(-c3ccccc3)cc2CNC[C@H]2O[C@@H](n3ccc(=O)[nH]c3=O)[C@H](O)[C@@H]2O)cc1	2.8	-9.6	0.5	-17.7	-3.4	.	-1.1
COCC(=O)N1[C@@H](C#N)[C@@H](c2ccccc2-c2ccccc2)[C@@H]1CO	7.4	0.6	0.7	8.9	-0.9	.	0.3
CCOc1ccccc1C(=O)NCCNC(=O)c1ccccc1OCC	-11.6	-1.5	-4.1	-7.4	23.8	-5.5	1.2
CC(=O)NCCNS(=O)(=O)c1ccc(C)c([N+](=O)[O-])c1	26.2	-3.3	-3.4	-14.3	-2.0	-3.6	1.9
CCC(=O)N(C)C[C@@H]1Oc2cc(C#CCC3CCCC3)ccc2S(=O)(=O)N([C@H](C)CO)C[C@@H]1C	-2.8	12.7	4.0	13.0	-12.1	2.1	1.7
CC(C)[C@H](NS(=O)(=O)c1ccccc1F)C(=O)OCC(=O)Nc1cccc(S(N)(=O)=O)c1	6.0	-6.9	.	4.0	-3.1	-7.0	-3.0
O=C(CSc1nnc2ccc(-c3ccncc3)nn12)N1CCCCC1	1.5	3.8	-6.7	2.8	-0.3	-2.2	-0.6
COCC(=O)N1C[C@@H](C)[C@H](OC)CN(C)C(=O)c2ccc(NC(=O)NC(C)C)cc2OC[C@@H]1C	-5.0	-2.7	-3.8	6.8	.	-3.0	0.6
C[C@@H]1CN([C@H](C)CO)C(=O)Cc2cc(NC(=O)Nc3cccc4ccccc34)ccc2O[C@H]1CN(C)Cc1ccc(C(F)(F)F)cc1	-3.0	-7.8	3.2	6.1	21.6	-2.1	0.1
O=[N+]([O-])c1ccc(CSc2ccc(S(=O)(=O)N3CCCCC3)cn2)cc1	1.1	1.9	-3.3	-7.2	5.8	.	-1.9
CN(c1cccc(NC(=O)c2ccc(C(C)(C)C)cc2)c1)S(C)(=O)=O	-55.8	21.1*	-5.1	-58.6	-63.8	-6.7	-1.2
C[C@@H]1CN([C@H](C)CO)S(=O)(=O)c2ccc(Br)cc2O[C@@H]1CN(C)C(=O)CN1CCOCC1	-12.2&-2.4	55.4*!	-5.9&2.5	-11.0&-3.6	9.1	-6.3	-1.8&4.8
Cc1noc(C)c1NC(=O)N(C)C[C@@H]1OCCCC[C@H](C)Oc2ccc(NS(=O)(=O)c3ccc(F)cc3)cc2C(=O)N([C@@H](C)CO)C[C@H]1C	1.2	1.8	1.0	3.8	-5.1	-2.3	-3.4
COc1ccc(CCNC(=O)COC(=O)/C=C/c2ccc(OCC#N)c(OC)c2)cc1OC	1.8	.	-4.4	.	59.3	.	-7.1
COc1ccc(C2CCCCCN2C(=O)C2CCN(S(=O)(=O)c3cccc(C(C)=O)c3)CC2)cc1 (stereo not given)	-2.9	1.2	-1.0	-5.2	20.8	0.5	-0.9
Cc1cccc(N2CC(C(=O)NC3CCCCCC3)CC2=O)c1C (stereo not given)	3.3	3.3	-1.5	.	4.9	2.7	1.1
CC(C)NC(=O)NCC[C@@H]1CC[C@@H](NC(=O)Nc2ccccc2)[C@H](CO)O1	-7.0	5.3	-0.6	-7.8	9.6	.	.

Molecules shown so far containing an aryl thioether with sulfur outside any ring:
SMILES	EWS-Fli block	DENV2 CPE	SIRT5 block	LGR2 inh	PAX8 inh HTS	ARNT TACC3 PPI	CASP6 VEID inh
Cn1ccnc1SCC(=O)c1c(N)n(C)c(=O)n(C)c1=O	-21.8	-8.8	.	-6.8	11.5	-10.1	-2.9
O=C(CSc1nnc2ccc(-c3ccncc3)nn12)N1CCCCC1	1.5	3.8	-6.7	2.8	-0.3	-2.2	-0.6
O=[N+]([O-])c1ccc(CSc2ccc(S(=O)(=O)N3CCCCC3)cn2)cc1	1.1	1.9	-3.3	-7.2	5.8	.	-1.9

(cont.)
SMILES	EWS-Fli block	DENV2 CPE	SIRT5 block	LGR2 inh	PAX8 inh HTS	ARNT TACC3 PPI	CASP6 VEID inh
C[C@@H]1CN([C@@H](C)CO)C(=O)c2cc(C3=CCCC3)cnc2O[C@@H]1CN(C)C(=O)Nc1cccc(F)c1	-5.1	1.2	-0.9	28.1	0.1	-5.4	-2.2
Cc1ccc(NC(=O)Nc2cccc3ccccc23)cc1	-40.6	5.9	-0.9	5.3	-28.1	-7.6	-1.7
C[C@@H]1CN([C@@H](C)CO)C(=O)c2cccc(NC(=O)C3CCOCC3)c2O[C@H]1CN(C)Cc1ccc(Oc2ccccc2)cc1	0.6	-0.3	9.4	10.9	51.7	-2.6	-3.1
CSc1cccc(NC(=O)CN2C(=O)COc3ccc(S(=O)(=O)N4CCOCC4)cc32)c1	.	1.0	-2.7	9.4	9.4	2.4	-1.2
Cc1ccc(C)c(S(=O)(=O)N2CCN(CC(=O)Nc3sccc3C#N)CC2)c1	9.7	0.4	-7.6	13.0	-13.2	-5.8	-2.3
Cc1ccc(-c2nc(S(=O)(=O)c3ccc(C)cc3)c(N(C)C)o2)cc1	6.1	5.9	-0.9	6.5	8.4	-4.9	-2.1
CCCC/C(C)=N/NC(=O)NC1CCCCC1	.	.	.	-7.3	3.2	-0.4	.
Cc1ccccc1-c1nnc(NC(=O)CSc2nc3ccccc3s2)s1	-2.2	4.5	-7.4	6.7	12.3	-2.0	-2.2
COc1ccc(NC(=O)Nc2ccc3c(c2)C(=O)N([C@@H](C)CO)C[C@H](C)[C@H](CN(C)C(=O)NC2CCCCC2)O3)cc1	5.9	4.5	2.9	17.9	8.2	-2.4	-3.9
O=C(CCNC(=O)OCC1c2ccccc2-c2ccccc21)NOCc1ccccc1	6.4	28.5*	-2.7	-6.4	13.4	0.3	-2.8
CCN(c1nc(N)c(C(=O)N=C(N)N)nc1Cl)C(C)C	13.5	1.3	-2.4	-25.4	107.2*	20.1	.
CCOC(=O)CCC(=O)NNC(=O)c1ccc(NC(=O)c2ccccc2)cc1	-4.9	-3.7	-2.8	3.6	-17.0	-5.5	-1.6
COc1cc(-c2cc(C(=O)N3CCCCCC3)c3ccccc3n2)cc(OC)c1OC	10.1	?	-0.8	-14.6	-10.7	.	1.2
COc1ccc(S(=O)(=O)N2CCN(CC(=O)c3ccc(O)c(O)c3)CC2)cc1	27.1	-0.7	4.4	11.3	-12.7	6.8	.
Cn1c(=O)c2c(-c3cccc(Br)c3)c(C#N)c(N)nc2n(C)c1=O	9.3	-6.0	-2.5	2.5	4.9	-3.4	-3.3
CC[n+]1c(/C=C/c2ccc(OC)c(OC)c2)ccc2ccccc21	-66.7	?	-3.6	-18.6	-103.1	-5.3	-0.7
COC(=O)c1cccc(NC(=S)NCc2ccc(F)cc2)c1	-6.1	8.9	-3.2	-1.3	8.4	-1.2	-1.5
COc1ccc(-c2csc3nc(C(C)(C)C)oc(=O)c23)cc1OC	7.3	9.2	-0.4	3.3	27.0	.	0.9
CN(C)/C=C(\C=O)c1ncc(C(F)(F)F)cc1Cl	6.1	5.2	-7.7	19.2	0.7	1.1	1.2
COCC(=O)Nc1ccc2c(c1)OC[C@H](C)N(Cc1cccnc1)C[C@H](C)[C@H](OC)CN(C)C2=O	-3.3	-3.2	4.9	1.5	0.6	-0.3	-1.0
Cc1oc(CC(C)C)cc1C(N)=O	-0.6	4.8	3.3	2.0	-1.8	-3.7	.
O=C(C1CCCN(Cc2ccccc2F)C1)N1CCc2ccccc2C1 (stereo not given)	1.5	16.0	-2.6	1.4	-3.8	-3.7	0.9
Cc1c(/C(O)=C2\C(=O)C(=O)N(CCCN(C)C)C2c2ccccc2)cnn1-c1ccccc1 (stereo not given)	-0.9	.	-5.5	-4.5	-38.6	-7.0	-2.6
Cc1cccc(CN2CCCC(C(=O)N3CCCCC3)C2)c1 (stereo not given)	3.8	5.6	-6.1	-2.0	4.3	-11.6	-1.2
CNC[C@H]1OCCCC[C@@H](C)Oc2ccc(NC(=O)Nc3c(C)noc3C)cc2C(=O)N([C@@H](C)CO)C[C@@H]1C	-6.4	-3.9	-3.7	-7.4	-8.7	-2.5	-0.2
Cc1cc(C(=O)N2CCc3ccccc3C2)no1	-2.7	-1.3	-1.3	-6.6	-12.0	-7.0	2.5
